# Exocytosis inh – LAMP-1 surface exposure blockers, TALL-104 cells – cell-based, flow cytometry, MLPCN library, primary screen; TALL-104 LAMP-1 surface exposure; cells stimulated with thapsigargin and PMA; inhibition, % at 10 µM; 0.66% of 360,000 active; AID 651702, 2012;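 active = inhibition above about 55%, limit read from the data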
# Glyco luc inh – increase of ERlucT glycosylation luciferase signal, primary screen, N-linked glycosylation inhibitor project, D54 ERlucT cells, luminescence, set 2. D54 ERlucT glycosylation luciferase reporter, 24 h; percent of 100 nM tunicamycin response. reporter increase, % at 12.5 µM. 0.23% of 360,000 active;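 active = mean luciferase reporter signal, scaled so untreated is 0 and the glycosylation-blocking control 100, at or above a set limit in every replicate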;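 also: luciferase carries N-glycosylation sites so blocking glycosylation raises the light; 0% = median of neutral control wells and 100% = median of 100 nM tunicamycin wells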
# aDG glyco act – activators of alpha-DG glycosylation, primary screen, uHTS, Pro5-aDG cells, AlphaScreen; alpha-DG glycosylation AlphaScreen (IIH6); 0% Pro5, 100% B10-LARGE cell signal; activation, % at 10 µM; 0.22% of 360,000 active;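 active = activation of at least 8% versus controls, or a plate z-score of at least 8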;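 also: Pro5 are CHO cells carrying HIG-tagged alpha-DG that lacks glycosylation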
# HTR2A ag – mouse Htr2a agonists via beta-arrestin recruitment, primary screen, cell-based, luminescence; 5-hydroxytryptamine receptor 2A (Mus musculus), P35363; CHO-K1 mHTR2A beta-arrestin complementation; percent of 30 µM serotonin response; activation, % at 7.6 µM; 0.66% of 360,000 active; AID 624169, 2012;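 active = activation above a run cutoff, the mean activation of all tested compounds plus 3 SD, cut at about 14% in these data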;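 also: 0% = plate median of compound wells and 100% = 30 µM serotonin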
# Cardio protect – cardioprotection against H2O2-induced cell death, primary screen, uHTS, H9c2 cells, ATPLite luminescence. H9c2 cardiomyocytes, H2O2 injury protection, 2 h. protection from H2O2 cell death, % at 20 µM. 0.63% of 360,000 active;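 active = compounds giving at least 50% protection of heart cells from peroxide-induced death in the single-dose screen, raw or plate-pattern-corrected value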;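 also: 0% = DMSO wells with peroxide and 100% = DMSO wells without peroxide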
# ABHD5-PLIN5 inh – ABHD5-PLIN5 interaction inhibitors, primary screen, cell lysate, split luciferase complementation, luminescence | Perilipin-5 (Homo sapiens) + 1-acylglycerol-3-phosphate O-acyltransferase ABHD5 (Homo … | Split G. princeps luciferase complementation, 4 h | inhibition, % at 4 µM | 0.78% of 360,000 active | AID 602281, 2012;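 active = inhibition above the mean inhibition across every tested compound plus 3 SD, cut at about 22% in these data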;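 also: 0% = DMSO only wells and the 100% control is not disclosed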
# Target sequence (Q00G26 whole entry, looked up): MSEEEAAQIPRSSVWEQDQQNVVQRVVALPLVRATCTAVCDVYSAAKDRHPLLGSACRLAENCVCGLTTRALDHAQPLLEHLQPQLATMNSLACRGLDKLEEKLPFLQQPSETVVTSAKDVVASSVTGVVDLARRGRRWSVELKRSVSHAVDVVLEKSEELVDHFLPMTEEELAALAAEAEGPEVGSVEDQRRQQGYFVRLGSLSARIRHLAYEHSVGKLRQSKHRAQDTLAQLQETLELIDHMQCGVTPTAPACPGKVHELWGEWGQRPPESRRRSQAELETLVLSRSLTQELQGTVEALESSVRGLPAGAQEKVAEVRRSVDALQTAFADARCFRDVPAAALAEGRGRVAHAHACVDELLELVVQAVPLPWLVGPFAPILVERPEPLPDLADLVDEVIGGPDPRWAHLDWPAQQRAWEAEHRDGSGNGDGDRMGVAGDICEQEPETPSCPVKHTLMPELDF
# Target sequence (Q8WTS1 whole entry, looked up): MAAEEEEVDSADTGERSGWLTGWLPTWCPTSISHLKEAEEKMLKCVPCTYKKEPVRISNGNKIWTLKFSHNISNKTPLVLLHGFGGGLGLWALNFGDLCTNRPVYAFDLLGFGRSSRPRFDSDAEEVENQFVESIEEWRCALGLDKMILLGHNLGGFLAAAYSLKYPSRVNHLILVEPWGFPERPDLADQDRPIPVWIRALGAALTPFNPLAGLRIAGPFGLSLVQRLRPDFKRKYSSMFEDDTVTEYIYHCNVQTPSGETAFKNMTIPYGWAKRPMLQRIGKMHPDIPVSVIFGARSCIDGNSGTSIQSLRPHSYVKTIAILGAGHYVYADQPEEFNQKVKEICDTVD
# MC4R barr agon – MC4R agonists recruiting beta-arrestin, primary screen, cell-based, luminescence, agonist arm of biased-ligand search; Melanocortin receptor 4 (Homo sapiens), P32245; U2OS MC4R beta-arrestin complementation; percent of melanotan II response, DMSO zero; activation, % at 8.9 µM; 0.98% of 360,000 active;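 active = activation above a per-plate cutoff, the mean activation of sample wells on that plate plus 3 SD, cut at about 8% in these data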
# iPSC survival up – enhancers of single-cell hiPSC survival, primary screen, ATPlite luminescence. AID 602274, 2012. 100% = ROCK inhibitor wells, 0% = DMSO. survival enhancement, % at 20 µM. 0.044% of 360,000 active; in the data active = survival enhancement above about 18%;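 also: cells exposed to compounds for 16 hours before the ATP read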
# MC4R antagonist – MC4R antagonists of cAMP signaling, primary screen, cell-based, TR-FRET, antagonist arm of biased-ligand search. Melanocortin receptor 4 (Homo sapiens), P32245. MC4R-expressing cells, MTII-stimulated cAMP, LANCE TR-FRET. AID 540295, 2011. 0.48% of 360,000 active. inhibition, % at 6.5 µM;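 active = inhibition above its plate's cutoff, the mean of tested wells on that plate plus 3 SD, cut at about 29% in these data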;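 also: 0% = Melanotan II alone and 100% = Melanotan II plus saturating MCL0020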
#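 System: U2OS-MC4R stable cell line; Technique: Eu-cAMP/anti-cAMP TR-FRET, emission 671 nm; Repeats: single well per compound; Also added: Melanotan II; Dosing: one concentration, 6.5 µM nominal; Schedule: 30-min compound, 1-h challenge, 1-h detection, room temperature.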
# ABCB6 inh 2 – ABCB6 transporter inhibitors, primary screen, K562-ABCB6 cells, flow cytometry, MLPCN library; ATP-binding cassette sub-family B member 6 (Homo sapiens), Q9NP58; K562-ABCB6 porphyrin accumulation, 1 h; active compounds read low; fluorescence ratio to DMSO, % at 10 µM; 0.19% of 360,000 active; AID 602162, 2011;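 active = fluorescence ratio to DMSO below 75%, the collection mean minus 3 SD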;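 also: signal is porphyrin accumulated inside mitochondria; 100% equals median channel fluorescence of DMSO control wells; lower ratio means ABCB6 inhibition with less porphyrin fluorescence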
# * hit, by the source's call; · = no result given.
SMILES,Exocytosis inh,Glyco luc inh,aDG glyco act,HTR2A ag,Cardio protect,ABHD5-PLIN5 inh,MC4R barr agon,iPSC survival up,MC4R antagonist,ABCB6 inh 2
O=c1c(Br)c(N2CCOCC2)cnn1-c1ccccc1,1.2,-1.4,-0.5,2.3,2.7,1.3,0.0,-1.3,-5.2,99.0
O=C(CSc1nc(=O)n(CCCN2CCOCC2)c2c1CCCC2)Nc1ccc(F)cc1,-1.7,-2.7,0.0,-0.6,-0.4,3.5,-2.2,-0.2,3.0,98.0
Cc1ccc(CNC(=O)COC(=O)c2cnc(C)cn2)cc1,0.7,-1.7,0.0,2.6,6.3,-1.7,-1.6,-2.6,-6.2,100.0
COc1ccc(-n2c(CNc3ccc(C)cc3)nnc2SCc2ccccc2)cc1,1.0,-2.8,-0.1,0.8,-2.9,-0.6,0.0,-1.0,9.1,94.0
Nc1cc(=O)[nH]c(SCc2ccc(Cl)cc2)n1,-0.8,2.4,0.3,-5.4,1.7,-1.9,-1.6,-3.9,8.0,97.0
O=S(=O)(CCc1nc2ccccc2[nH]1)c1ccc(Br)cc1,-9.3,-3.4,0.0,-2.7,3.5,9.9,-1.8,1.1,-0.6,106.0
COc1cc(OC)cc(C(=O)Nc2cc(-c3cn4cccnc4n3)ccc2C)c1,-2.1,1.1,-0.2,1.5,5.6,4.6,0.5,-0.3,26.1,96.0
CC(=O)c1sc(NC(=O)CCCc2nc3ccccc3c(=O)[nH]2)nc1-c1ccccc1,-2.1,-1.7,0.1,12.3,39.8,-5.2,-3.5,-0.7,4.3,96.0
CCOc1ccc(-n2c(SCC(N)=O)nc3c([nH]c4ccccc43)c2=O)cc1,0.3,-2.9,-0.2,1.0,7.1,2.2,1.1,-0.7,15.5,98.0
COc1cccc(/C=C(\CC(=O)O)c2nc3ccccc3s2)c1,-1.1,1.9,-0.3,4.0,-6.3,7.0,-1.0,-1.1,-0.9,100.0
COc1ccccc1CN1CC(C(=O)NCc2nc3ccccc3n2C)CCC1=O (stereo not drawn),-2.8,3.5,-0.2,-3.0,5.8,0.3,0.1,0.0,4.6,99.0
COc1ccc(N2CCN(C3CCCN(Cc4cccc(OC)c4)C3)CC2)cc1 (stereo not drawn),34.0,-1.9,-0.2,1.3,3.2,0.7,-0.4,-0.5,8.5,95.0
CC(C)c1ccc(NC(=O)C(c2ccc3c(c2)OCO3)N2CCCCC2)cc1 (stereo not drawn),3.5,-7.9,0.0,-2.9,-26.6,-5.6,0.8,-1.2,10.8,101.0
O=c1c2ccccc2nc(-c2ccccc2Cl)n1O,-4.2,2.1,0.0,4.4,-0.4,4.2,-0.5,0.3,3.0,99.0
CCOC(=O)CSc1nn(C)c(=S)s1,2.6,3.7,0.1,1.2,3.7,-1.5,0.0,0.2,-1.6,99.0
Cc1cc(C)cc(NC(=O)Nc2ccc(-n3ccc(C(F)(F)F)n3)cc2)c1,-3.0,5.3,1.1,-5.5,-13.8,-10.4,8.8*,0.0,14.1,97.0
Cn1c(=O)c2c(nc(SCC(=O)N3c4ccccc4CCc4ccccc43)n2C)n(C)c1=O,-0.1,-3.5,-0.2,-3.3,12.5,14.1,-2.7,-1.1,12.1,92.0
Cc1ccc([C@H]2C[C@H](n3cc(C4CC4)nn3)[C@@H](O)CN2C(=O)c2cccs2)cc1,-5.2,-2.3,-0.1,-4.5,-1.5,-4.2,0.1,2.4,19.4,106.0
O=C(Nc1nnc(-c2ccc(F)cc2)s1)c1ccco1,4.1,1.1,-0.1,1.6,-7.9,2.7,-2.1,0.6,1.2,103.0
Cc1c(-c2cc(C(=O)O)c3ccccc3n2)cnn1C,-1.7,2.0,0.0,3.5,0.0,-0.7,-0.8,0.5,7.2,90.0
CNC(=O)c1c(NC(=O)c2nc3ccccc3s2)sc2c1CCC2,-3.1,2.7,-0.4,8.8,15.6,4.4,2.3,1.6,0.8,98.0
O=C(CCCCCBr)N1CCC(CC2CC(c3ccc(Cl)cc3)=NO2)(C(=O)NCC2CCCCC2)CC1 (stereo not drawn),-0.5,-2.8,0.1,-7.8,-2.4,4.0,0.0,0.0,2.6,101.0
O=C(COc1ccc(NC(=O)c2ccccc2)cc1)c1ccccc1,-3.1,-1.7,0.0,2.3,-9.4,0.0,0.8,-0.4,-0.3,95.0
COc1cc(CN2CCNC(=O)C2CC(=O)N2CCCO2)cc(OC)c1 (stereo not drawn),-2.0,-0.7,0.0,3.2,3.0,7.6,3.1,0.2,3.2,96.0
Cc1ccc(-n2c(Cl)c(Cl)[nH]c(=O)c2=O)cc1,5.3,1.2,-0.3,-3.1,-1.1,-5.3,-2.0,-2.2,-1.1,102.0
Cc1cccc(C)c1NC(=O)CCCCCC1NC(=O)NC1C (stereo not drawn),1.9,4.1,-0.3,6.3,-2.8,6.6,0.7,1.6,-5.8,96.0
COC(=O)c1ccc(NC(=O)c2snnc2-c2ccccc2)cc1,-3.0,-2.2,0.4,-2.5,-15.5,4.6,3.3,-1.1,9.3,98.0
CCCc1nc2ccc(C(=O)OC)cn2c1Cc1ccccc1C(F)(F)F,-2.7,0.1,0.1,-1.5,-1.4,9.5,·,-1.0,·,101.0
COc1ccc(C(=O)CSc2ccc3nnc(-c4cccnc4)n3n2)cc1,-3.9,4.5,-0.2,4.0,35.6,9.4,1.6,1.0,4.3,106.0
C/C(N)=C(/C#N)C(=O)CSc1nc2ccc(C)cc2[nH]1,1.4,-10.0,-0.2,-0.1,3.5,6.3,-0.6,7.2,-3.0,99.0
Cc1oc(-c2ccccc2Cl)nc1CS(=O)(=O)CC(=O)NC1CCCC1,1.2,0.0,0.3,-0.2,2.5,0.8,-0.1,1.7,5.9,94.0
O=C(NCCOc1ccccc1F)Nc1ccc(Br)cc1,11.2,2.2,0.2,-5.6,-12.5,-6.3,1.2,-0.2,2.4,96.0
CC(=O)c1cc2c(cc1NC(=O)CN1CCCCCCC1)OCO2,-0.8,1.1,0.4,1.4,-4.9,0.4,1.2,1.6,-1.9,91.0
O=c1[nH]c(=O)c2nc3ccccc3nc2[nH]1,-1.3,4.0,0.0,-0.1,7.0,-4.2,-1.8,-1.1,7.8,97.0
COc1ccc(-c2cc(-c3ccccc3)nc(-c3ccc4c(c3)NC(=O)CO4)c2)cc1,-1.6,7.6,1.2,-0.2,9.2,5.4,4.7,1.9,2.8,91.0
Clc1ccc(NCc2nnc3n2CCCCC3)cc1,0.4,-1.2,0.0,-3.7,6.2,-0.2,-1.3,0.2,2.8,105.0
Cc1cnc(NC2=NCCC2)s1,2.2,0.7,-0.2,6.0,0.9,5.2,-1.4,4.4,-5.4,103.0
COc1cc2cc(-c3ccc(O)cc3O)nc(C)c2cc1OC,19.3,17.7,-0.3,3.3,70.6*,-11.8,-1.1,-0.7,-36.8,97.0
Cc1ccc(-n2c(CCc3ccccc3)n[nH]c2=S)cc1C,2.9,2.4,-0.1,-0.8,3.9,-3.4,-1.1,-0.4,5.4,95.0
CCOc1ccccc1NC(=O)CSc1nnc(-c2ccccc2Cl)n1Cc1ccco1,8.2,-4.0,0.3,0.8,13.1,6.2,-0.2,3.0,2.8,96.0
Cc1ccc(C(=O)/C=C/NNC(=O)c2ccccc2O)cc1,0.3,-1.5,-0.1,4.1,-1.4,0.7,-3.0,-0.6,0.1,100.0
CCOC(=O)C1(Cc2ccc(O)cc2)NC(c2ccccc2F)C2C(=O)N(C)C(=O)C21 (stereo not drawn),-2.0,-0.6,-0.1,3.6,2.1,4.0,-1.5,7.7,6.3,84.0
CC(C)C1Oc2ccccc2N(CC(=O)N(Cc2ccccn2)CC2CCCO2)C1=O (stereo not drawn),-2.0,-2.0,0.2,-2.8,1.3,-5.2,-1.7,-2.6,1.1,105.0
CCOc1ccc(/C=C2/C(=N)N3OC(C)=CC3=NC2=O)cc1OC,0.2,0.5,0.5,1.1,-5.8,0.1,0.4,2.0,1.7,99.0
NC(Cc1ccccc1)C(=O)N1CCCCC1 (stereo not drawn),5.3,0.9,-0.1,0.5,7.4,1.0,-1.9,0.0,10.2,94.0
Cc1cc(=O)n2nc(N3CCCC(C(=O)NCCCN4CC(C)CC(C)C4)C3)sc2n1 (stereo not drawn),-0.7,-0.7,0.1,0.8,-6.7,0.8,-1.8,1.0,3.7,93.0
Cc1ccc(C)n1NC(=O)c1ccc(O)cc1,0.3,2.0,-0.2,-4.0,3.4,-5.1,-0.4,-0.6,4.6,97.0
COc1ccc(CCNC(=O)[C@H](CCSC)NC(=O)N2CCn3c2nc2ccccc23)cc1OC,6.0,1.1,0.0,-5.8,3.7,-2.8,-0.3,0.7,17.6,103.0
CCOC(=O)C1C(=O)CC(C)(O)C(C(=O)OCC)C1/C=C/c1ccccc1 (stereo not drawn),-0.2,-0.3,0.2,0.7,20.1,-6.7,-0.5,-2.7,0.7,98.0
O=[N+]([O-])c1ccc(N=Nc2c(O)[nH]c3ccc(F)cc23)cc1,14.0,12.1,-0.2,-0.8,-9.5,5.4,18.2*,1.4,9.7,103.0
O=C(Nc1ccccn1)C1CCCN(c2ncnc3c2nc2n3CCCCC2)C1 (stereo not drawn),1.8,2.8,-0.1,6.7,6.1,0.0,-0.9,-0.4,15.4,100.0
CCCCn1nc(C(=O)O)ccc1=O,0.5,-0.2,0.2,1.4,4.1,2.2,-2.9,-1.1,8.0,102.0
Cc1cccc(C)c1NC(=O)C1c2ccccc2OCC(=O)N1CCc1c[nH]c2ccccc12 (stereo not drawn),0.7,·,-0.3,0.9,·,-1.3,·,-0.4,·,98.0

# Quoted at random: four entries already listed, in no set order.
SMILES,Exocytosis inh,Glyco luc inh,aDG glyco act,HTR2A ag,Cardio protect,ABHD5-PLIN5 inh,MC4R barr agon,iPSC survival up,MC4R antagonist,ABCB6 inh 2
CCOC(=O)C1C(=O)CC(C)(O)C(C(=O)OCC)C1/C=C/c1ccccc1 (stereo not drawn),-0.2,-0.3,0.2,0.7,20.1,-6.7,-0.5,-2.7,0.7,98.0
Cc1ccc(C)n1NC(=O)c1ccc(O)cc1,0.3,2.0,-0.2,-4.0,3.4,-5.1,-0.4,-0.6,4.6,97.0
CCCCn1nc(C(=O)O)ccc1=O,0.5,-0.2,0.2,1.4,4.1,2.2,-2.9,-1.1,8.0,102.0
NC(Cc1ccccc1)C(=O)N1CCCCC1 (stereo not drawn),5.3,0.9,-0.1,0.5,7.4,1.0,-1.9,0.0,10.2,94.0

# Source: PubChem (several laboratories)
